Compound activity (PubChem)
KAT2A inh = blocks human GCN5L2 histone acetyltransferase; GCN5L2 HAT assay, ThioGlo1 CoA-SH fluorescence; 390,000 compounds, 0.21% hits; Potency, µM (series often up to 58.9 µM), for the others: at the top dose activity change, negative = inhibition, hits mostly inhibitors; AID 504327
Target sequence (Q92830 whole entry, looked up): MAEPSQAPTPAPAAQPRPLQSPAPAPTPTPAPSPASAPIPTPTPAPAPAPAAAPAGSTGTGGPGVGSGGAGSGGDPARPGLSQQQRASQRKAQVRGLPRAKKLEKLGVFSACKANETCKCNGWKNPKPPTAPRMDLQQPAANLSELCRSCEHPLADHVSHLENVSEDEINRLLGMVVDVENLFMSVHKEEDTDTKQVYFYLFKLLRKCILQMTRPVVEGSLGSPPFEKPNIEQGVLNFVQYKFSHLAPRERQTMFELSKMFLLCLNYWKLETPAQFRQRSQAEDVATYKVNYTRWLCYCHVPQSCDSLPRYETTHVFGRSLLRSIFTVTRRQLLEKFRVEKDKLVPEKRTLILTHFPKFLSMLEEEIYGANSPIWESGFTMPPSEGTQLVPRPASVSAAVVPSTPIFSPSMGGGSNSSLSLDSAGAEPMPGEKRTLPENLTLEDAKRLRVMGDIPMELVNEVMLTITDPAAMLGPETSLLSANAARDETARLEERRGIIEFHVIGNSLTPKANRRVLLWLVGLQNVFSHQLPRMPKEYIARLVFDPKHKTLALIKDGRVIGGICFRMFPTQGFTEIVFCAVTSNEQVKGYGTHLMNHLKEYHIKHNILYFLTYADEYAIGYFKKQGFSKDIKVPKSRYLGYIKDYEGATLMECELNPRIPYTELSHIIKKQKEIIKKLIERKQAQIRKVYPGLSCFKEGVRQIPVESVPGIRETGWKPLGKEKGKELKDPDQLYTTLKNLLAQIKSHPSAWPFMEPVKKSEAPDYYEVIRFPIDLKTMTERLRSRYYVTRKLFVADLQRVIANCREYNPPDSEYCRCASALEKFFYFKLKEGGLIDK
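Preincubate 20nM GCN5L2 with compound 15 min, RT → add 50uM ThioGlo1 + 75uM H3(1-25) + 70uM acetyl-CoA → read fluorescence 0 and 20 min. Primary qHTS; fluorescent artifacts likely.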
N370S GC = N370S glucocerebrosidase modulation, Gaucher chaperone candidate; Potency, µM (doses to about 59.4 µM), inactives show at the top dose activity change, negative = inhibition, usual class: inhibitors; 330,000 compounds, 0.092% hits; N370S GC spleen homogenate, 4MU-glucoside fluorescence; P04062;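 further: 0% = full enzyme activity and -100% = no enzyme basal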
FEN1 inhibitor = inhibitors of human flap endonuclease 1 | P39748 | AID 588795 | Potency, µM (highest dose often 114 µM), for the others: at the highest dose activity change, negative = inhibition, most hits filed as inhibitors | Recombinant FEN1 flap cleavage, fluorescence, 15 min | 390,000 compounds, 0.35% hits; further: nearly all actives have a fitted effect of over 65% in size
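In this screen, 50 nM flap DNA substrate was added to 10 nM FEN1 pretreated with compound for 15 min at room temperature; cleavage was followed with reads at 0 and 15 min, and Hill fitting gave concentration–response parameters.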
Starred values were filed as active, the others as inactive. The call rests on the fitted dose curve; in most records, active means well fitted curve in the direction sought with a large enough effect; inconclusive means small, poorly fitted or top-dose-only effect, or another doubt; inactive means no such curve, though single readings can be large; an effect the other way counts as inactive or inconclusive. Unless noted, on the % scale 0 is the no-effect control and ±100 the full control effect; potency means the concentration at half of the fitted maximal effect.

Screening Cc1ccc(SCC(=O)Nc2ccc3oc(-c4cccc(Cl)c4)nc3c2)cc1 returned KAT2A inh -3.2% and FEN1 inhibitor 12.6%.
For CCc1nn(CC(=O)NCCc2ccc(Cl)cc2)c(=O)c2cc3c(OC)cccc3n12 the results were KAT2A inh -1.4% and FEN1 inhibitor 3.0%.
COc1ccc(-c2nc(CN3CCCCC3c3nccn3C)c(C)o2)c(C)c1C (centres undefined) was read as KAT2A inh 7.0%, N370S GC -8.9% and FEN1 inhibitor -0.2%.
Screening COc1ccc(NC(=O)c2ccc(Br)c(S(=O)(=O)N3CCOCC3)c2)cc1 returned KAT2A inh 0.5%, N370S GC -0.4% and FEN1 inhibitor 11.0%.
CCc1cccc(CC)c1NS(=O)(=O)c1ccc2c(c1)CCN2C(=O)C1CC1 was read as KAT2A inh -1.8% and FEN1 inhibitor -2.2%.
Screening CCOc1ccc(S(=O)(=O)c2cn(Cc3ccccc3C)c3ccc(OC)cc3c2=O)cc1 returned KAT2A inh -2.9% and FEN1 inhibitor -0.1%.
For Cc1ccc(NC(=S)N2CC(C)OC(C)C2)cc1C (centres undefined) the results were KAT2A inh -1.4%, N370S GC -11.7% and FEN1 inhibitor -6.9%.
For COc1ccc(NC(=O)CCCn2cnc3ccccc3c2=O)c(OC)c1 the results were KAT2A inh 1.1%, N370S GC -2.0% and FEN1 inhibitor 5.5%.
CC(C)CCn1c(O)c(N=NC(=O)Cn2ccc(C(F)(F)F)n2)c2ccccc21 was read as KAT2A inh 2.7%, N370S GC 6.3% and FEN1 inhibitor 4.2%.
CCC(C)[C@H](NC(=O)NCc1cccnc1)C(=O)OC (some centres undefined) was read as KAT2A inh -7.1%, N370S GC 0.9% and FEN1 inhibitor -5.8%.
CCOc1ccc(CN2C(=O)c3ccccc3Sc3ccc(C(=O)N4CCN(C)CC4)cc32)cc1 was read as KAT2A inh -1.7% and FEN1 inhibitor -2.6%.
O=C(CNc1cccc(C(F)(F)F)c1)N/N=C/C1CCCCC1 was read as KAT2A inh -4.0%, N370S GC -3.2% and FEN1 inhibitor -11.5%.
O=C1/C(=C/c2ccc(O)cc2)COc2ccccc21 was read as KAT2A inh -3.1%, N370S GC inconclusive and FEN1 inhibitor 0.2%.
For O=C(NCc1ccccc1)c1cc2ccc3cccnc3c2[nH]1 the results were KAT2A inh 26.4% and FEN1 inhibitor 7.5%.
`Cc1ccc2oc(-c3cccc(NC(=O)c4cccc5c(Br)cccc45)c3)nc2c1` gave KAT2A inh -8.7% and FEN1 inhibitor 0.6%.
Screening CC(=O)N1CCc2cc(NS(=O)(=O)c3cccs3)ccc21 returned KAT2A inh 0.5%, N370S GC -10.2% and FEN1 inhibitor 0.1%.
For O=C(Nc1nccs1)c1ccc(N2CCOCC2)c([N+](=O)[O-])c1 the results were KAT2A inh -1.1%, N370S GC -12.1% and FEN1 inhibitor 0.3%.
CN(C)/C=C1/C=C(C=O)OC1=O was read as KAT2A inh -10.7%, N370S GC -4.7% and FEN1 inhibitor 7.5%.
Screening CCCCOC(=O)c1ccc(NC(=O)c2ccoc2C)cc1 returned KAT2A inh -17.7%, N370S GC 3.8% and FEN1 inhibitor inconclusive.
Screening Cc1ccc(C(C(=O)NCc2ccccc2)N(C(=O)c2csnn2)C2CC2)cc1 (centres undefined) returned KAT2A inh -2.2%, N370S GC -0.9% and FEN1 inhibitor 10.7%.

6 records picked at random from the list so far:
CCc1cccc(CC)c1NS(=O)(=O)c1ccc2c(c1)CCN2C(=O)C1CC1 was read as KAT2A inh -1.8% and FEN1 inhibitor -2.2%.
COc1ccc(-c2nc(CN3CCCCC3c3nccn3C)c(C)o2)c(C)c1C (centres undefined) was read as KAT2A inh 7.0%, N370S GC -8.9% and FEN1 inhibitor -0.2%.
Screening CCOc1ccc(S(=O)(=O)c2cn(Cc3ccccc3C)c3ccc(OC)cc3c2=O)cc1 returned KAT2A inh -2.9% and FEN1 inhibitor -0.1%.
Screening CCCCOC(=O)c1ccc(NC(=O)c2ccoc2C)cc1 returned KAT2A inh -17.7%, N370S GC 3.8% and FEN1 inhibitor inconclusive.
CC(C)CCn1c(O)c(N=NC(=O)Cn2ccc(C(F)(F)F)n2)c2ccccc21 was read as KAT2A inh 2.7%, N370S GC 6.3% and FEN1 inhibitor 4.2%.
CCC(C)[C@H](NC(=O)NCc1cccnc1)C(=O)OC (some centres undefined) was read as KAT2A inh -7.1%, N370S GC 0.9% and FEN1 inhibitor -5.8%.

(list continues)
`O=C(NNC(=O)C1[C@H]2CCCC[C@@H]12)c1ccc(=O)oc1` (some centres undefined) gave KAT2A inh inconclusive, N370S GC 12.4% and FEN1 inhibitor 10.4%.
CCCn1nnnc1NCc1cc(Br)ccc1OC was read as KAT2A inh -2.8%, N370S GC 9.4% and FEN1 inhibitor 19.1%.
For O=C(Cn1c(=O)cnc2ccccc21)N1CCN(S(=O)(=O)c2ccc(F)cc2)CC1 the results were KAT2A inh inconclusive, N370S GC -7.4% and FEN1 inhibitor 8.0%.
`Cc1cc([N+](=O)[O-])ccc1NC(=O)C1CCCO1` (centres undefined) gave KAT2A inh -3.4%, N370S GC 0.0% and FEN1 inhibitor -0.1%.
For N/C(=N\N=C\c1cccc([N+](=O)[O-])c1)c1nonc1N the results were KAT2A inh -1.5%, N370S GC -5.1% and FEN1 inhibitor 15.1%.
`Cc1cc(S(=O)(=O)Nc2ccc3[nH]c(=O)sc3c2)ccc1F` gave KAT2A inh 5.8% and FEN1 inhibitor -13.7%.
Screening Cc1ccccc1OCC(=O)NNC(=O)C1CCCCC1C(=O)O (centres undefined) returned KAT2A inh 1.0%, N370S GC 21.8% and FEN1 inhibitor -5.6%.
Screening CCOc1cc(N2CCOCC2)c(OCC)cc1NCC(=O)N1CCN(Cc2ccccc2)CC1 returned KAT2A inh -11.5%, N370S GC -5.1% and FEN1 inhibitor 4.2%.
Screening COc1ccc(OC)c(NC(=O)c2cc3cc(C)ccc3n2C)c1 returned KAT2A inh -11.6% and FEN1 inhibitor -5.0%.
`Cc1ccc(C(=O)N2CCc3cc(CNC(=O)c4ccccc4F)ccc32)cc1` gave KAT2A inh -6.9% and FEN1 inhibitor -4.0%.
For CN1CCN(c2ccc(NC(=O)c3ccc(Cl)cc3Cl)cc2)CC1 the results were KAT2A inh -8.3%, N370S GC -17.3% and FEN1 inhibitor -9.6%.
Screening CC1Cc2ccccc2N1S(=O)(=O)c1cccs1 (centres undefined) returned KAT2A inh -3.1%, N370S GC -8.2% and FEN1 inhibitor 0.4%.
O=C(COC(=O)c1c2c(nc3ccccc13)CCCC2)c1ccc(Br)s1 was read as KAT2A inh -8.1%, N370S GC 17.0% and FEN1 inhibitor 0.7%.
Screening Cc1cc(NCCO)nc(N2CCOCC2)n1 returned KAT2A inh 2.9%, N370S GC 12.4% and FEN1 inhibitor 6.9%.
O=C1c2cccc3c(N4CCCCC4)ccc(c23)C(=O)N1c1ccc(O)cc1 was read as KAT2A inh 0.4%, N370S GC -6.9% and FEN1 inhibitor 7.4%.
For Cc1cc(C)cc(N(C(=O)c2snc(C(N)=O)c2N)C(C(=O)NCC2CCCO2)c2ccc(C)o2)c1 (centres undefined) the results were KAT2A inh -6.8%, N370S GC 25.8% and FEN1 inhibitor 5.8%.
O=C(O)C1=C[C@H](c2ccc(F)cc2)C[C@H](OCc2ccc(CO)cc2)O1 was read as KAT2A inh 32.8%, N370S GC 3.1% and FEN1 inhibitor -11.5%.
Screening COc1ccc(NC2c3ncccc3C(=O)N2Cc2ccccc2)c(OC)c1 (centres undefined) returned KAT2A inh -3.8%, N370S GC 28.2% and FEN1 inhibitor -10.3%.
CCOc1ccc(CCNC(=O)c2nnc(Cc3cc(OC)c(OC)c(OC)c3)o2)cc1OCC was read as KAT2A inh -3.8% and FEN1 inhibitor 1.0%.
Cc1ccc(OCC(=O)Nc2cnn(CCCC(=O)O)c2)c([N+](=O)[O-])c1 was read as KAT2A inh -11.6%, N370S GC 5.2% and FEN1 inhibitor 10.8%.
Clc1nc2c(-c3ccccc3)nnn2c2ccccc12 was read as KAT2A inh -13.9%, N370S GC 10.1% and FEN1 inhibitor -3.9%.
Screening O/N=C1\CCCc2nnc3c(c21)CCCC3 returned KAT2A inh -7.6%, N370S GC 11.8% and FEN1 inhibitor 9.6%.
Screening CCOC(=O)C1CCN(C(=O)c2ccc3c(=O)n4c(nc3c2)CCCCC4)CC1 returned KAT2A inh 0.0%, N370S GC -1.9% and FEN1 inhibitor 6.2%.
Screening CN(CCO)c1ncnc2c1sc1nc(N3CCOCC3)c3c(c12)CCC3 returned KAT2A inh -3.4%, N370S GC 2.7% and FEN1 inhibitor 0.6%.
For CCC1CCCCN1CCCNC(=O)C1CCC(Cn2c(=O)[nH]c3ccccc3c2=O)CC1 (centres undefined) the results were KAT2A inh 0.6%, N370S GC -23.5% and FEN1 inhibitor -4.1%.
`O=C1CSC(c2ccccn2)N1c1ccc(C(F)(F)F)cc1` (centres undefined) gave KAT2A inh -6.9%, N370S GC 3.3% and FEN1 inhibitor 3.0%.
`CCCCN(CCCC)C(=S)NC(=O)c1ccccc1Cl` gave KAT2A inh -3.3%, N370S GC -3.4% and FEN1 inhibitor 0.0%.
`COc1ccc(/C=N/NC(=O)c2ccccc2OC)cc1COc1ccccc1[N+](=O)[O-]` gave KAT2A inh -5.8%, N370S GC 3.0% and FEN1 inhibitor 2.9%.
For Cc1c(C(=O)NCCCN2CCCCC2)oc2ccc3c(c12)C(O)CC1(CCCCC1)O3 (centres undefined) the results were KAT2A inh -8.3%, N370S GC -12.8% and FEN1 inhibitor 1.5%.
Screening O=C(OCc1cc2ccccc2[nH]c1=O)C1CCCO1 (centres undefined) returned KAT2A inh -2.4%, N370S GC -12.9% and FEN1 inhibitor -2.8%.
For CC[C@@H]1C/C=C\Cc2ccccc2[C@@H](C(=O)C[C@@H](O)CC(C)=O)OC1=O the results were KAT2A inh 2.9% and FEN1 inhibitor -2.2%.
Cc1c(Br)c(C(F)(F)F)nn1CC(=O)NCc1ccco1 was read as KAT2A inh -3.8%, N370S GC -4.8% and FEN1 inhibitor 7.4%.
Screening Cc1cc(-c2ccc(C)c(S(=O)(=O)NCc3ccc(OC(C)C)cc3)c2)on1 returned KAT2A inh -13.7%, N370S GC -28.9% and FEN1 inhibitor inconclusive.
Screening Cc1oc2ccc(O)c(CN3CCCCC3)c2c1C(=O)Nc1cccc(C(F)(F)F)c1 returned KAT2A inh -3.2% and FEN1 inhibitor -19.3%.
For COc1ccc(NC(=O)c2ccccn2)cc1 the results were KAT2A inh -4.8%, N370S GC -3.3% and FEN1 inhibitor 8.0%.
Screening Cc1ccc(-n2nc3c(c2NC(=O)C(C)(C)C)CS(=O)(=O)C3)cc1 returned KAT2A inh 2.6%, N370S GC -18.1% and FEN1 inhibitor 15.8%.
For CC(C)(C)c1cc(C(=O)NCc2cc(F)cc3c2OCOC3)n(Cc2ccccc2)n1 the results were KAT2A inh -10.1%, N370S GC 26.0% and FEN1 inhibitor -15.8%.
Screening CCOc1ccc(C2=CC(c3cccc(Br)c3)n3c(nc4ccccc43)N2)cc1Cl (centres undefined) returned KAT2A inh -28.6% and FEN1 inhibitor 11.4%.
Screening COc1cccc(/C=C2/NC(=O)NC2=O)c1OCC(=O)Nc1ccccc1 returned KAT2A inh -4.6%, N370S GC 7.9% and FEN1 inhibitor -5.1%.
COc1ccc2sc(NC(=O)NC(=O)c3c(Cl)cccc3Cl)nc2c1 was read as KAT2A inh -5.1%, N370S GC -8.5% and FEN1 inhibitor -10.6%.
`O=C(NC1CC1)C1=C[C@@H](c2c[nH]c3ccccc23)C[C@@H](OCc2ccc(CO)cc2)O1` gave KAT2A inh -2.3%, N370S GC -17.1% and FEN1 inhibitor -1.3%.
`C/C(=N\NC(=O)Cn1cc([N+](=O)[O-])cn1)c1ccco1` gave KAT2A inh 1.4%, N370S GC 2.9% and FEN1 inhibitor -4.2%.
C[C@H](CO)N1C[C@H](C)[C@@H](CN(C)S(=O)(=O)c2ccccc2)Oc2c(NC(=O)Nc3ccc(C(F)(F)F)cc3)cccc2C1=O was read as KAT2A inh -8.6% and FEN1 inhibitor -21.0%.
`CCOc1ccc(-c2cc(C(=O)N3CCN(S(=O)(=O)c4cc(Cl)ccc4OC)CC3)[nH]n2)cc1` gave KAT2A inh -11.6% and FEN1 inhibitor -20.5%.
For COc1cccc(/C=C2\Sc3ccc(C(=O)NCc4cccnc4)cc3N(C)C2=O)c1 the results were KAT2A inh -11.0%, N370S GC -13.8% and FEN1 inhibitor -24.6%.
Screening COc1ccc(CC(=O)NCc2nnc(SCC(=O)Nc3ncc(C)s3)n2C)cc1 returned KAT2A inh -0.9%, N370S GC -3.5% and FEN1 inhibitor inconclusive.
Cc1cccc(NC(=S)N2CCC(NC(=O)c3cccc(F)c3)CC2)c1 was read as KAT2A inh 1.6%, N370S GC -5.9% and FEN1 inhibitor 11.9%.
`O=C(NC(=S)Nc1ccc2[nH]c(=O)[nH]c2c1)c1ccccc1Cl` gave KAT2A inh -24.6%, N370S GC -0.2% and FEN1 inhibitor -4.6%.
